# Source: PubChem
# HKDC1 inh – blocks human hexokinase HKDC1 activity; recombinant HKDC1, G6PDH/diaphorase resazurin coupled fluorescence; Q2TB90; inhibition, % at 20 µM; 0.16% of 340,000 active; AID 493160;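 active = inhibition above about 35% when tested at 20 µM, limit read from the data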;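 note: plate controls were DMSO wells with enzyme for no effect and DMSO wells lacking enzyme for full effect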
#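 Assay system: in-house recombinant HK5 (HKDC1) enzyme. Input: HKDC1 at 5 µg/mL. Medium: Tris pH 8.0 buffer with MgCl2, Tween-20, BSA, BME. Dosing: single 20 µM dose. Schedule: 90 min reaction incubation at room temperature, dark. Signal: resazurin-to-resorufin fluorescence via G6PDH and diaphorase coupling, 525/613 nm. Controls: DMSO-enzyme wells negative, buffer-substituted wells positive.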
# hIAP block – human IAP inhibition. 0.12% of 330,000 active. purified IAP, CDP-Star luminescence, 30 min. P09923. inhibition, % at 10 µM;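 active = inhibition reaching a set limit with compound at 10 µM in the primary screen, cut at about 35% in these data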;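 note: plate controls were DMSO wells with enzyme for no effect and no-enzyme buffer wells for full effect; values of inactives mirror those of a sister screen read the other way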
# APOBEC3A inh – inhibitors of human APOBEC3A DNA deaminase; 0.41% of 330,000 active; recombinant A3A, FAM/TAMRA ssDNA deamination fluorescence; P31941; inhibition, % at 20 µM; AID 493011;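 active = at least 40% inhibition at 20 µM here, with at most 30% in a related deaminase screen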;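 note: plate controls were A3A with DMSO for no effect and wells lacking A3A enzyme for full effect; some results filed as inactive read as strong as hits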
# Target sequence (P31941 whole entry, looked up): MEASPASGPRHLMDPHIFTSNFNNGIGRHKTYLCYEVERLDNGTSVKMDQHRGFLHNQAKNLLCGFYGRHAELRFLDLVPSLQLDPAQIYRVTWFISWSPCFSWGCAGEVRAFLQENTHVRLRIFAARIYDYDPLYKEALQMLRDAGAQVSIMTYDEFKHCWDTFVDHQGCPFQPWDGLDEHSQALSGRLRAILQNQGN
# hIAP activ – increases human intestinal alkaline phosphatase activity; P09923; purified human IAP, CDP-Star luminescence, 30 min; hits give high values; 1 = vehicle-only enzyme, 0 = enzyme-free background; activation factor at 10 µM; 0.16% of 330,000 active; AID 2524;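 active = activation factor of the enzyme at least 2-fold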; note: the source names both 10 and 20 µM as test concentration; values of inactives mirror those of a sister screen read the other way
# PfGluPho inh – PfG6PD (Plasmodium falciparum) enzyme inhibition | 0.78% of 350,000 active | inhibition, % at 20 µM | PfGluPho enzyme, NADPH resazurin-diaphorase fluorescence;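 active = inhibition reaching at least a set limit at 20 µM in the primary screen, cut at about 59% in these data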;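 note: 0% = DMSO wells with substrate and 100% = DMSO wells lacking glucose-6-phosphate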
# ATG4B inh – blocks human ATG4B protease cleavage of LC3 substrate; ATG4B cleavage of LC3-PLA2, NBD-HPC fluorescence, 1 h; inhibition, % at 8.33 µM; 0.51% of 340,000 active; in the data active = inhibition above about 40%
# Target sequence (Q9Y4P1 whole entry, looked up): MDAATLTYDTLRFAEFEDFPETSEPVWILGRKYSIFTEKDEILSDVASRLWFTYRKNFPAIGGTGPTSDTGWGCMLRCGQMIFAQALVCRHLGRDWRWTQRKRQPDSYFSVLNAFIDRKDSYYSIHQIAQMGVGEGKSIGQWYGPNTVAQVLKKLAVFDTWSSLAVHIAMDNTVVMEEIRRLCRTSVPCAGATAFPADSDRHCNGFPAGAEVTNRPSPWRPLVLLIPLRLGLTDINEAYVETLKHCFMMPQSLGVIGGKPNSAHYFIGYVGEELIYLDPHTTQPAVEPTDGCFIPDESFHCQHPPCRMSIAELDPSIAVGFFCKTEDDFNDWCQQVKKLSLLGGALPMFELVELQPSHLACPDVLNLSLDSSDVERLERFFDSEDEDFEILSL
# mIAP act – increases mouse intestinal alkaline phosphatase activity. muIAP, CDP-Star luminescence, 30 min; hits give high values; 1 = vehicle-only enzyme signal, 0 = enzyme-free wells. activation factor at 10 µM. 0.24% of 330,000 active;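 active = activation factor of at least 2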; note: the source names both 10 and 20 µM as test concentration; values of inactives mirror those of a sister screen read the other way
#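 also added = chemiluminescent substrate CDP-Star | test system = mouse IAP enzyme | signal = chemiluminescence readout | compound = DMSO-dissolved test compounds | incubation = 30 min at room temperature | benchmarks = DMSO wells, no-enzyme wells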
# mIAP inh – blocks mouse intestinal alkaline phosphatase; purified mouse IAP, CDP-Star luminescence, 30 min; inhibition, % at 10 µM; 0.2% of 330,000 active; AID 2806;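 active = inhibition of at least 40% at 10 µM in the primary screen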;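 note: plate controls were DMSO with enzyme for no effect and no enzyme wells for full effect; values of inactives mirror those of a sister screen read the other way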
# * hit, by the source's call; . = no result given.
cpd	SMILES	HKDC1 inh	hIAP block	APOBEC3A inh	hIAP activ	PfGluPho inh	ATG4B inh	mIAP act	mIAP inh
1	O=C(Oc1cccc(OC(=O)c2ccco2)c1)c1ccco1	-1	0	1	1	-6	3	1.1	-10
2	COc1cccc(N/C(SCc2cccc([N+](=O)[O-])c2)=C(/C#N)C(N)=O)c1	-3	3	-3	0.97	35	0	0.99	1
3	CN1CCN(CCCCOc2ccc(Br)cc2)CC1	2	12	3	0.88	-8	5	0.94	6
4	Cc1ccc(S(=O)(=O)N2CCCCC2)cc1C(=O)Nc1ccc(N2CCOCC2)cc1	-6	2	4	0.98	7	-14	1.1	-7
5	CCCCN1C(=O)C2(NNc3ccccc3O2)c2ccccc21 (stereo not given)	7	24	1	0.76	16	4	0.95	5
6	CC1=C(C(=O)Nc2ccc(C)cc2C)C(c2cccs2)NC(=S)N1 (stereo not given)	-4	-4	-1	1	16	-1	0.98	2
7	Cc1ccc(CN2CC(C(=O)O)CC2=O)cc1 (stereo not given)	-3	2	1	0.97	-9	3	0.95	4
8	CC1CC(C)CN(C(=O)c2cc(-c3ccncc3)nc3ccccc23)C1 (stereo not given)	4	-2	-2	1	-2	-3	1	0
9	C=C[C@@H]1c2ccccc2N(S(=O)(=O)c2ccc(C)cc2)[C@H](c2ccc(C(=O)OC)cc2)C1(C#N)C#N	4	2	0	0.98	7	-7	0.88	12
10	Cc1c(C)c2ccc(OCC(=O)Nc3nccs3)cc2oc1=O	-4	-7	-6	1.1	12	-5	1	-1
11	Cc1ccc(N(C(=O)Cn2nnc(-c3ccccc3)n2)C(C(=O)NC2CCCCC2)c2ccccn2)cc1C (stereo not given)	6	2	4	0.98	-21	0	0.99	0
12	CC(=O)NCC1=C(NC(C)=O)C2CC1C(C)(C)C2C (stereo not given)	.	3	-5	0.97	.	.	1.1	-10

# Entries of single compounds from above. Order of values: HKDC1 inh	hIAP block	APOBEC3A inh	hIAP activ	PfGluPho inh	ATG4B inh	mIAP act	mIAP inh
# Cc1c(C)c2ccc(OCC(=O)Nc3nccs3)cc2oc1=O is listed with -4	-7	-6	1.1	12	-5	1	-1
# COc1cccc(N/C(SCc2cccc([N+](=O)[O-])c2)=C(/C#N)C(N)=O)c1 is listed with -3	3	-3	0.97	35	0	0.99	1

# Molecules above that have sulfur:
cpd	SMILES	HKDC1 inh	hIAP block	APOBEC3A inh	hIAP activ	PfGluPho inh	ATG4B inh	mIAP act	mIAP inh
2	COc1cccc(N/C(SCc2cccc([N+](=O)[O-])c2)=C(/C#N)C(N)=O)c1	-3	3	-3	0.97	35	0	0.99	1
4	Cc1ccc(S(=O)(=O)N2CCCCC2)cc1C(=O)Nc1ccc(N2CCOCC2)cc1	-6	2	4	0.98	7	-14	1.1	-7
6	CC1=C(C(=O)Nc2ccc(C)cc2C)C(c2cccs2)NC(=S)N1 (stereo not given)	-4	-4	-1	1	16	-1	0.98	2
9	C=C[C@@H]1c2ccccc2N(S(=O)(=O)c2ccc(C)cc2)[C@H](c2ccc(C(=O)OC)cc2)C1(C#N)C#N	4	2	0	0.98	7	-7	0.88	12
10	Cc1c(C)c2ccc(OCC(=O)Nc3nccs3)cc2oc1=O	-4	-7	-6	1.1	12	-5	1	-1

# New compounds follow.
cpd	SMILES	HKDC1 inh	hIAP block	APOBEC3A inh	hIAP activ	PfGluPho inh	ATG4B inh	mIAP act	mIAP inh
13	Cc1ccc(N2CC(C(=O)Nc3cccc(C(=O)NC4CC4)c3)CC2=O)cc1 (stereo not given)	2	-4	41*	1	2	-4	1.1	-5
14	O=C(NCC1CCCO1)C1CCCN(c2ncccn2)C1 (stereo not given)	3	-9	3	1.1	-4	9	1.1	-9
15	O=C(COC(=O)CNC(=O)c1ccccc1F)Nc1cccnc1Cl	2	6	-2	0.94	2	-2	0.98	2
16	CC1c2[nH]c3ccccc3c2C[C@H]2C(=O)N(CCCN(C)C)CC(=O)N12 (stereo not given in full)	-6	-3	-2	1	0	3	0.99	1
17	COCCNC(=O)Cn1nc(Cc2ccncc2)c2ccccc2c1=O	-8	-8	0	1.1	6	1	0.98	2
18	COc1cc(OC)cc(-c2oc(=O)c3cc(OC)c(OC)cc3c2/C=C/c2ccc(F)cc2)c1	1	-2	2	1	5	5	0.92	8
19	CCOC(=O)C(NC(=O)N1CCCCC1)(c1ccccc1)C(F)(F)F (stereo not given)	-1	15	2	0.85	10	-9	1	0
20	O=C(CSc1nc(C2CC2)nc2ccccc12)N1CCc2ccccc2C1	.	2	0	0.97	.	.	0.88	12
21	CC(=O)c1cc2c(cc1NC(=O)Cc1c(C)noc1C)OCO2	0	-16	-3	1.2	6	-3	0.94	6
22	CC1CN(C(=O)CS(=O)(=O)Cc2ccc(Cl)cc2)CC(C)O1 (stereo not given)	0	-33	-3	1.3	4	-7	1	-3
23	COc1ccc(CCNC(=O)CCS(=O)(=O)c2ccc(Br)cc2)cc1OC	4	12	2	0.88	1	-9	0.89	11
24	C=CCn1c(SCC(=O)c2cc(C)n(CCOC)c2C)nc2sc(C)c(C)c2c1=O	-1	3	-2	0.97	2	-5	0.89	11
25	CCOC(=O)C1CCN(C(=O)COC(=O)Cc2ccc(Cl)cc2)CC1	3	4	-1	0.96	-3	-2	0.97	3
26	O=S(=O)(c1ccccc1)N1CCN(c2nnc(-c3ccccc3)c3ccccc23)CC1	3	-2	-2	1	1	-4	0.99	1
27	COc1ccc2nc(NC(=O)C3CCCN(S(=O)(=O)c4cccs4)C3)sc2c1 (stereo not given)	4	-15	-4	1.1	25	-9	1	0
28	Cc1cc(S(=O)(=O)NCc2cccs2)ccc1-n1cnnn1	-9	-12	-4	1.1	5	1	0.9	10
29	CC(NC(=O)Nc1ccc([N+](=O)[O-])cc1)C(c1ccccc1)N1CCOCC1 (stereo not given)	-5	2	-4	0.98	19	-1	0.98	2
30	COc1ccc(C(=O)c2c(O)cc(-c3ccc(OC)cc3)oc2=O)cc1	-5	3	2	0.97	-5	-13	1	-3
31	Cc1ccc(NC(=O)N(CCCN2CCOCC2)Cc2cccnc2)cc1C	-1	10	-5	0.9	-4	-2	0.93	7
32	Cc1cccc(OCc2nnc(SCC(=O)c3ccccc3)o2)c1	3	9	-1	0.91	23	29	0.96	4
33	COc1ccc(-c2ccccc2)cc1NCc1ccc(OC)c(OC)c1	-4	-4	-1	1	10	-9	0.92	8
34	CC(C)c1csc(CN2CCC(CO)(Cc3cccc(F)c3)CC2)n1	-3	1	1	0.99	3	20	1.1	-7
35	CCCn1c(SCC(=O)N2CC(=O)Nc3ccccc32)n[nH]c1=O	-2	-15	0	1.2	6	-8	0.98	2
36	CN(c1ccccc1C(=O)NCc1ccccc1Cl)S(=O)(=O)c1ccccc1	4	10	-2	0.9	-5	-3	0.97	3
37	C=CCOc1cccc(C(=O)N2CCCC(Nc3ccc(F)cc3)C2)c1 (stereo not given)	4	-9	-1	1.1	6	10	1	-4
38	NCCOc1ccccc1-c1ccccc1	9	-1	-4	1	-7	11	1.1	-6
39	Cc1ccc(N2C(=O)c3n[nH]c(C)c3C2c2ccco2)cc1 (stereo not given)	2	12	-2	0.88	-7	-2	1	0
40	CCOC(=O)C1CCN(C2=C(NS(=O)(=O)c3ccc(Br)cc3)C(=O)c3ccccc3C2=O)CC1	17	6	-1	0.94	2	4	1	-1
41	CS(=O)(=O)N1CCN(c2ncnc3c2cnn3-c2ccccc2)CC1	-3	5	0	0.95	8	3	0.95	5
42	Cc1ccc(CNC(=O)C(=O)NCC2OCCN2S(=O)(=O)c2cccs2)cc1 (stereo not given)	-5	20	-6	0.8	9	-15	0.9	10
43	CSCCC(NC(=O)COc1ccccc1)C(=O)N1CCN(c2ccccc2)CC1 (stereo not given)	-6	5	0	0.95	-11	2	1.2	-19
44	COc1ccc(OCC(O)CNC(=O)c2ccc(Br)cc2)cc1 (stereo not given)	0	-9	0	1.1	-5	-15	0.94	6
45	CC(C)=CC(=O)Nc1nnc(-c2cccnc2)s1	3	-1	-3	1	-8	-9	1	-1
46	O=C(c1ccc2ccccc2c1)N1CCCCC1	-6	12	0	0.88	-5	-13	0.9	10
47	O=C(Nc1nc2c(Br)cccc2s1)C1CC1	10	-3	-4	1	3	1	0.93	7
48	O=C(NCCCN1CCOCC1)c1cc(C(=O)C2CC2)c[nH]1	-3	8	-3	0.92	7	0	0.96	4
49	CC(=O)c1ccc(NC(=O)CNCC(c2ccccc2)N(C)C)cc1 (stereo not given)	-4	-13	4	1.1	-5	-7	1	-1
50	CCOC(=O)C1CCCN(C(=O)c2cncc(Br)c2)C1 (stereo not given)	-3	6	5	0.94	10	-9	0.69	32
51	Cc1ccccc1-c1nnc2c3ccccc3c(C)nn12	-2	0	-3	1	5	6	1	-1
52	COC(=O)C1=C(C)NC(=O)C1(NS(=O)(=O)c1ccc(C)cc1)C(F)(F)F (stereo not given)	-3	21	0	0.79	-14	-7	0.97	3
